Pf gamet viab = P. falciparum stage V gametocyte viability inhibition. P. falciparum stage V gametocytes, ATP luminescence, 24 h. inhibition, % at 10.9 µM. hit rate 0.065% among 150,000. AID 743093;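 active = inhibition above the mean plus 3 SD of compounds within the control limits, set per campaign, cut at about 38% in these data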;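 note: 0% = DMSO wells and 100% = medium only without gametocytes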
Mcl1-Bid inh = disrupts binding of human Mcl-1 to Bid peptide. TR-FRET Mcl-1/Bid-Dy647 peptide binding, 1536-well. inhibition, % at 21.7 µM. hit rate 0.97% among 220,000. AID 1021;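 active = compounds that cut the binding signal by more than half at the single screening dose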;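 note: His-tagged Mcl-1 with europium anti-His antibody binding Bid BH3 peptide; 0% = Mcl-1 plus peptide wells and 100% = peptide-only wells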
Target sequence (Q07820 whole entry, looked up): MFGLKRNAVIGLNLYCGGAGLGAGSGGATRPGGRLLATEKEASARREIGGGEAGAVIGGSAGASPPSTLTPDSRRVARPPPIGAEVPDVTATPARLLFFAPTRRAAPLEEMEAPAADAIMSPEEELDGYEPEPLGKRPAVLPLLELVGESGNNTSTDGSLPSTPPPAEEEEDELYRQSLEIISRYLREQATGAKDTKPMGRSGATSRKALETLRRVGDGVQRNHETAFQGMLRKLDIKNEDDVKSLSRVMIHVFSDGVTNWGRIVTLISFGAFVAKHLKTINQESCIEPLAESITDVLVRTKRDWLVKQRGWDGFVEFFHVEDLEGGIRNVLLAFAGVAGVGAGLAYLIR
Mcl1-Noxa inh = Mcl-1/Noxa interaction inhibition; AID 1022; inhibition, % at 21.7 µM; hit rate 1.5% among 220,000; TR-FRET Mcl-1/Noxa peptide binding, 2 h; Q07820;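 active = compounds that cut the protein-peptide binding signal by more than 50% relative to plate controls in a single-dose test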;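 note: His-tagged Mcl-1 with rhodamine Noxa BH3 peptide and terbium anti-His antibody; 0% = Mcl-1 plus Noxa peptide wells and 100% = peptide-only wells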
Avidin bead fluor = compound fluoresces at 488/530 nm on avidin beads; compound fluorescence 488/530 nm, flow cytometry; active compounds read high; fluorescence (KMESF) at 10 µM; hit rate 0.38% among 220,000; AID 1775; in the data active = fluorescence above about 47; note: inactives centre near 10
Active calls of the source: *.

smiles | Mcl1-Bid inh | Pf gamet viab | Avidin bead fluor | Mcl1-Noxa inh
CCC1(C(=O)c2ccccc2)C2c3ccccc3OC(=O)C21C(C)=O (configuration not stated) | -4.8 | 4.8 | 5 | -6.9
CC12CN3CCN(C1)CC(C)(C3)C2=NN | -80.7 | 3.3 | 4 | 4.9
Cn1c(O)c(/C=C2/C=CC=N2)c(=O)[nH]c1=O | -15.5 | -4.5 | 3 | 18.4
O=[N+]([O-])c1cc(F)c(N2CCCCC2)cc1Br | -6.4 | 11.9 | 8 | -21.3
CCC[N+]12CCC(CC1)C(C(O)(c1ccccc1)c1ccccc1)C2 (configuration not stated) | -18.8 | 20.6 | 7 | 32.2
O=C(C[N+]12CCC(CC1)C(C(O)(c1ccccc1)c1ccccc1)C2)c1ccc(Br)cc1 (configuration not stated) | -32.1 | -19.1 | 8 | 6.7
C=C(C)CSc1nnc([C@@H](N)Cc2ccccc2)o1 | 1.1 | 5.8 | 6 | -4.8
Cn1c(O)c(C2=NNC(c3ccc(Cl)cc3)C2)c(=O)n(C)c1=O (configuration not stated) | -97.5 | -15.6 | 6 | -77.0
CCCCCCCCN=Cc1c(O)[nH]c(=O)[nH]c1=O | -21.8 | 5.6 | 7 | -14.7
CC(=O)N1N=C(c2cccnc2)OC1c1ccccc1Cl (configuration not stated) | -18.1 | 0.2 | 7 | -0.6

Screening data as filed in PubChem.

These rows are one share of the data; rates above refer to the full screens.
